USP30 block – human USP30 deubiquitinase inhibition | Q70CQ3 | purified USP30, Ub-rhodamine cleavage fluorescence | inhibition, % at 25 µM | 5.3% of 47,000 active | AID 1645860
UCHL1 inh – inhibitors of human UCHL1 deubiquitinase | purified UCHL1, Ub-rhodamine cleavage fluorescence | P09936 | 0.2% of 47,000 active | inhibition, % at 20 µM
Target sequence (P09936 whole entry, looked up): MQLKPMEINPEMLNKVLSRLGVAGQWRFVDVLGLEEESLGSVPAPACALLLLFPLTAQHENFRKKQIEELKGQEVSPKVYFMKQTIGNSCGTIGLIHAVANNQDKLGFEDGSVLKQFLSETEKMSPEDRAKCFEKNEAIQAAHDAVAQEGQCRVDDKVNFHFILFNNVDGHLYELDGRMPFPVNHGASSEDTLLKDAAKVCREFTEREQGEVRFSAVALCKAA
USP10 inh – human USP10 deubiquitinase inhibition. Q14694. purified USP10, Ub-rhodamine fluorescence, 60 min. inhibition, % at 20 µM. 1.1% of 47,000 active. AID 1645856
USP17 block – blocks human USP17 ubiquitin-rhodamine cleavage | 6.5% of 47,000 active | purified USP17, Ub-rhodamine cleavage fluorescence, 3 h | A8MUK1 | inhibition, % at 50 µM
Target sequence (A8MUK1 whole entry, looked up): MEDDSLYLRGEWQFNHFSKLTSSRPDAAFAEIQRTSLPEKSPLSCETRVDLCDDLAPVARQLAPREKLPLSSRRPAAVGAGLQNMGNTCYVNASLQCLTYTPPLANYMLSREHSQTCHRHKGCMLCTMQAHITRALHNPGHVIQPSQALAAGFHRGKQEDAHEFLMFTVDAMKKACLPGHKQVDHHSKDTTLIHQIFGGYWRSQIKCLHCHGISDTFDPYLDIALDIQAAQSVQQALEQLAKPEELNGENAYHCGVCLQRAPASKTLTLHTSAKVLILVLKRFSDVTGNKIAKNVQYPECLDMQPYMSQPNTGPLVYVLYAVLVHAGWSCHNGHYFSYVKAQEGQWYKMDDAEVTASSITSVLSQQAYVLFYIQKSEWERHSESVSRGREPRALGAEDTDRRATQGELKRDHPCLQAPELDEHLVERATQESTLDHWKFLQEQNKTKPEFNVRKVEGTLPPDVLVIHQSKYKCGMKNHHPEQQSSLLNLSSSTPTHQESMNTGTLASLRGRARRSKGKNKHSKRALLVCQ
USP28 block – blocks human USP28 ubiquitin-rhodamine cleavage; 3% of 47,000 active; Q96RU2; inhibition, % at 25 µM; purified USP28, Ub-rhodamine cleavage fluorescence, 30 min; AID 1645857
OTUD3 inh – inhibitors of human OTUD3 deubiquitinase. Q5T2D3. purified OTUD3, Ub-rhodamine fluorescence, 2 h. inhibition, % at 25 µM. 0.7% of 47,000 active
USP7 block – inhibitors of human USP7 deubiquitinase; purified USP7, Ub-rhodamine cleavage fluorescence; inhibition, % at 20 µM; 0.3% of 47,000 active
USP8 inh – inhibitors of human USP8 deubiquitinase | inhibition, % at 20 µM | 4.2% of 47,000 active | purified USP8, Ub-rhodamine cleavage fluorescence, 30 min
Starred values were filed as active, the others as inactive; i = inactive; / = not tested or not shown. Cut-off read from the data, not from the text of the source: active = inhibition above about 30%; inactive = the rest.

Key to letters: A = USP30 block; B = UCHL1 inh; C = USP10 inh; D = USP17 block; E = USP28 block; F = OTUD3 inh; G = USP7 block; H = USP8 inh
O=C(Nc1cccc(O)c1)c1c(O)c2ccccc2[nH]c1=O
  A = / | B = 1 | C = 16 | D = 27 | E = / | F = 0 | G = 5 | H = 6
CCc1ccccc1NC(=O)c1cn(CC)c2nc(C)ccc2c1=O
  A = -25 | B = -5 | C = 0 | D = -5 | E = -8 | F = -5 | G = 3 | H = -4
CC1CSc2ccc(S(=O)(=O)Nc3ccccc3Cl)cc2NC1=O (stereo not drawn)
  A = -19 | B = -5 | C = 2 | D = -6 | E = 0 | F = -11 | G = -2 | H = 6
CCN1CCN(C(=O)c2sc(-c3ccc(F)cc3)nc2C)CC1
  A = 1 | B = 0 | C = -2 | D = -2 | E = -4 | F = -1 | G = 0 | H = -12
CC(C)c1cc(C(=O)Nc2ccc(Oc3ccccc3)cc2)nn1C1CCS(=O)(=O)C1 (stereo not drawn)
  A = 7 | B = 7 | C = 6 | D = 6 | E = 21 | F = 0 | G = 2 | H = -3
Cn1ccc2c(cc(C(=O)NCc3ccc(F)c(Cl)c3)n2C)c1=O
  A = 1 | B = -3 | C = -3 | D = 11 | E = -4 | F = -3 | G = -2 | H = -2
COCCn1c(C(=O)Nc2cccc(C(C)=O)c2)cc2c(=O)n(C)c(=O)n(C)c21
  A = -22 | B = -1 | C = -4 | D = -25 | E = -16 | F = -12 | G = -3 | H = -24
Cc1cc(Nc2ccccc2F)n2nc(-c3cccnc3)nc2n1
  A = 1 | B = -1 | C = 0 | D = -39 | E = 3 | F = 1 | G = 2 | H = 0
O=C(CCc1nnc2n(CCc3ccccc3)c(=O)c3ccccc3n12)NCCN1CCCC1
  A = 13 | B = -2 | C = -6 | D = 14 | E = -13 | F = -15 | G = -10 | H = -1
Cc1nn2c(S(=O)(=O)N3CCN(c4ccccc4)CC3)c(C)nc2s1
  A = 2 | B = 0 | C = 2 | D = 0 | E = -3 | F = -3 | G = 0 | H = 0
CC(=O)N1CCc2cc(S(=O)(=O)Nc3ccccc3C)ccc21
  A = -17 | B = -1 | C = 2 | D = -5 | E = -10 | F = -2 | G = / | H = 0
O=C(O)C1CCN(Cc2c(-c3ccco3)nc3ccccn23)CC1
  A = i | B = -146 | C = -1 | D = -134 | E = -214 | F = -182 | G = -151 | H = -347
COc1cccc(NC2c3ncccc3C(=O)N2Cc2ccc(F)cc2)c1 (stereo not drawn)
  A = 0 | B = -3 | C = -5 | D = -2 | E = 2 | F = -2 | G = -14 | H = 0
Cc1nnc(NC(=O)NS(=O)(=O)c2ccccc2C(F)(F)F)s1
  A = 23 | B = 2 | C = 2 | D = 6 | E = 4 | F = 14 | G = 1 | H = -22
CN(C)c1ccc(C2c3ccccc3C=CN2C(=O)c2ccccc2)cc1 (stereo not drawn)
  A = 20 | B = 7 | C = 7 | D = 6 | E = 12 | F = 8 | G = 2 | H = 14
N#Cc1c2ccc(OCc3ccc(Br)cc3)cc2n2ccccc12
  A = -133 | B = -11 | C = -5 | D = -18 | E = -12 | F = -14 | G = -17 | H = 4
CCOc1ccc(CN2C[C@@H](c3ccccc3)[C@H](c3ccn[nH]3)C2)cc1OC
  A = -6 | B = -4 | C = -1 | D = -20 | E = -18 | F = -15 | G = -4 | H = 11
Cn1ccc(NC(=O)C2CCN(S(=O)(=O)c3cccs3)CC2)n1
  A = 18 | B = 0 | C = 0 | D = 7 | E = 15 | F = 11 | G = 4 | H = 28
O=C(c1ccc(N2CCc3ccccc32)s1)N1CCC(N2CCCCC2)CC1
  A = 1 | B = 1 | C = -4 | D = 46* | E = 35* | F = 8 | G = 3 | H = 20
COC(=O)c1ccc(C2c3[nH]c4ccccc4c3C[C@@H]3C(=O)N(c4ccc5c(c4)OCCO5)C(=O)N23)cc1 (stereo partly drawn)
  A = 10 | B = 1 | C = 48* | D = 6 | E = 4 | F = 23 | G = 8 | H = 5
Cc1nc(SC(C)C(=O)Nc2ccccc2)c2sc3nc4c(cc3c2n1)COC(C)(C)C4 (stereo not drawn)
  A = 18 | B = 2 | C = 2 | D = 11 | E = 0 | F = 14 | G = 0 | H = 10
COc1cc(-c2oc3cc(OC)c(OC)c(O)c3c(=O)c2OC)ccc1O
  A = -28 | B = 8 | C = 0 | D = 1 | E = -8 | F = 20 | G = -97 | H = 0
O=C(CN(c1cc(C(F)(F)F)ccc1Cl)S(=O)(=O)c1ccccc1)NCc1ccccn1
  A = -62 | B = 3 | C = -7 | D = -21 | E = -24 | F = -20 | G = -10 | H = 0
Cc1ccccc1CNC(=O)c1cn(C)nc1S(=O)(=O)N1CCC(C)CC1
  A = -1 | B = 1 | C = -2 | D = -19 | E = -5 | F = 1 | G = -17 | H = -277
Cc1ccc2c(c1)N(C)C(=O)c1cc(NC(=O)c3ccc(F)cc3)ccc1O2
  A = 89* | B = 3 | C = 40* | D = 23 | E = 24 | F = 16 | G = 20 | H = 77*

Three of these compounds in a different format.
USP30 block | UCHL1 inh | USP10 inh | USP17 block | USP28 block | OTUD3 inh | USP7 block | USP8 inh | canonical_smiles
-19 | -5 | 2 | -6 | 0 | -11 | -2 | 6 | CC1CSc2ccc(S(=O)(=O)Nc3ccccc3Cl)cc2NC1=O (stereo not drawn)
1 | 0 | -2 | -2 | -4 | -1 | 0 | -12 | CCN1CCN(C(=O)c2sc(-c3ccc(F)cc3)nc2C)CC1
7 | 7 | 6 | 6 | 21 | 0 | 2 | -3 | CC(C)c1cc(C(=O)Nc2ccc(Oc3ccccc3)cc2)nn1C1CCS(=O)(=O)C1 (stereo not drawn)

The listing picks up; the 4 compounds before the break are reprinted first.
Compound	USP30 block	UCHL1 inh	USP10 inh	USP17 block	USP28 block	OTUD3 inh	USP7 block	USP8 inh
COc1cc(-c2oc3cc(OC)c(OC)c(O)c3c(=O)c2OC)ccc1O	-28	8	0	1	-8	20	-97	0
O=C(CN(c1cc(C(F)(F)F)ccc1Cl)S(=O)(=O)c1ccccc1)NCc1ccccn1	-62	3	-7	-21	-24	-20	-10	0
Cc1ccccc1CNC(=O)c1cn(C)nc1S(=O)(=O)N1CCC(C)CC1	-1	1	-2	-19	-5	1	-17	-277
Cc1ccc2c(c1)N(C)C(=O)c1cc(NC(=O)c3ccc(F)cc3)ccc1O2	89*	3	40*	23	24	16	20	77*
O=c1cc(-c2ccc([N+](=O)[O-])cc2)nc2cc(-c3ccc(Cl)cc3)[nH]n12	1	0	14	7	0	0	0	3
CCc1nc2cc3c(cc2n1CC(=O)N1CCCC1)OCCO3	-10	-2	-1	-2	-11	-2	0	1
COc1cccc(CN2C(=O)c3cc4ccccc4n3CC2(C)C(=O)NC2CCCC2)c1 (stereo not drawn)	-106	6	18	11	0	-11	5	35*
Cc1ccc(C)c(NC(=O)c2ccc3c(c2)N(S(C)(=O)=O)CC3)c1	-4	0	6	-11	-10	-12	-2	-5
Cc1cc(NC(=O)CSc2nnc(CNC(=O)COc3ccc(Cl)cc3)o2)no1	-1	-3	3	4	0	1	0	19
Cc1cccc(NC(=O)Cn2cnc(S(=O)(=O)N3CCc4ccccc43)c2)c1C	-1	4	3	-3	4	-2	7	0
COc1ccc(-c2nc(NC(=O)Cc3ccccc3OC)sc2C)cc1	-9	6	-1	6	10	8	5	5
COc1ccc(C(=O)NCCS(=O)(=O)N2CCN(c3ccccc3)CC2)c(OC)c1	-4	-2	1	-15	-6	-9	-5	-81
O=C(C1CCN(S(=O)(=O)c2cccc3cccnc23)CC1)N1CCC(Cc2ccccc2)CC1	20	5	14	26	16	8	9	9
CN(C)C(=O)CN1C[C@H]2CCN(Cc3ccccc3)CC[C@H]2S1(=O)=O	-3	-1	-1	-5	-8	0	2	-30
Fc1ccc(CN2CCC(N3CCc4ccccc4C3)CC2)cc1	1	4	-3	0	0	0	-1	7
CC(Oc1ccccc1F)C(=O)Nc1noc(-c2ccccc2)n1 (stereo not drawn)	11	-1	5	1	-5	5	2	7
CC1CCc2[nH]c3ccc(C(=O)N4CCC(C(=O)O)CC4)cc3c2C1 (stereo not drawn)	5	4	-2	12	16	12	1	27
Fc1ccccc1Cc1nc(-c2ccc3nncn3c2)no1	0	-1	-3	/	53*	0	-5	2
O=C(CCc1ccc2nc[nH]c2c1)Nc1ccc(F)cc1	4	2	3	0	1	-2	0	7
Cc1cc2c(cc1S(=O)(=O)N1CCCC1)OCC(=O)N2Cc1noc(C2CCC2)n1	-18	0	0	-13	-3	-4	-5	0
CC(=O)CN1CC2(CCN(Cc3ccccc3F)CC2)COc2ccccc2S1(=O)=O	i	-65	-4	-137	-202	-175	-62	-142
COc1cccc(NC(=O)COC(=O)c2ccc(OC)c(S(=O)(=O)Nc3cc(Cl)c(OC)cc3OC)c2)c1	-3	0	0	4	16	4	7	0
O=C(Nc1cccc(F)c1)Nc1cccc(-c2nnc(-c3ccccc3)o2)c1	91*	4	32*	89*	72*	22	10	31*
Cc1cccc(CCNC(=O)C2CCN(S(=O)(=O)c3cccc4cccnc34)CC2)c1	0	-3	-1	-7	2	1	-3	-13
Cc1ccc2c(c1)c(C)c(C)n2CC(O)CN1CCN(CCO)CC1 (stereo not drawn)	-108	-4	-9	-26	-38	-34	-10	-7
COc1cc2ncc(C#N)c(N3CCC(C(=O)N4CCCCC4)CC3)c2cc1OC	-4	0	1	-16	-16	-6	-10	-12
Cc1c(C)c2ccc(OC(C)C(=O)NCc3ccccn3)cc2oc1=O (stereo not drawn)	12	1	0	14	13	11	0	2
Cc1cc(NCC(=O)Nc2ccc(F)cc2)n2nc(-c3cccnc3)nc2n1	-92	-2	-8	-3	-24	-30	-4	-27
Cc1ccc(NC(=O)CCc2c(C)nn(-c3cc(N4CCCC4)ncn3)c2C)cc1	9	4	0	18	10	9	5	-6
COc1ccc(-c2nc(NC(=O)c3nc4nccc(C)n4n3)sc2C)cc1	-4	4	-1	28	4	-4	-2	-174
Cc1ccc(-c2nc(SCC(=O)N3CCCC3)c3c(=O)n(C)c(=O)n(C)c3n2)cc1	39*	-1	0	16	7	-2	0	-16
COc1cccc(NC(=O)c2cc(S(=O)(=O)N3CCCCCC3)cn2C)c1	14	8	10	11	25	12	9	5
Cc1cc(NC(=O)c2ccc(C(F)(F)F)cc2)no1	40*	3	11	13	6	7	10	19
Cc1ccc(S(=O)(=O)N2CCC(C(=O)OCC(=O)Nc3ccc(OC(F)(F)F)cc3)CC2)cc1C	43*	3	3	31*	13	27	2	0
COC(=O)c1c(C)[nH]c(C(=O)C(C)OC(=O)c2ccccc2OC)c1C (stereo not drawn)	-16	0	-3	-5	4	-6	-1	0
CCOC(=O)N1CCC(NC(=O)Cn2cccc2C(=O)c2ccccc2)CC1	0	1	-2	7	1	5	2	-68
Cc1ncccc1C(=O)N1CCCC2(CNC(=O)c3ccccc3O2)C1 (stereo not drawn)	0	-2	0	5	-6	-2	0	-14

Assay outcomes as filed in PubChem BioAssay.
